PglD DTNB = C. jejuni PglD acetyltransferase inhibitors, primary screen, biochemical, DTNB colorimetric, single point; UDP-N-acetylbacillosamine N-acetyltransferase PglD (Campylobacter jejuni); purified PglD enzyme, DTNB colorimetric CoA detection; inhibition, % at 12.5 µM; 360,000 tested, 0.098% active; in the data active = inhibition above about 16%, passing the limit was not always enough; also: strong numbers were not always called active
PGC1a acetyl inh = inhibitors of PGC1a acetylation signal, primary screen, cell-based, U2OS, AlphaScreen, inhibitor mode; 350,000 tested, 0.17% active; inhibition, % at 15.6 µM; AID 651687, 2012; AlphaScreen anti-acetyl-lysine; with virally co-expressed GCN5 acetyltransferase;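 active = every replicate shows inhibition of at least 40%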;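 also: 0% = neutral control wells and 100% = positive control wells; some results beyond the cut were filed as inactive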
miR-122 sensor = miR-122 Renilla sensor signal increase in Huh7, primary screen, miR-122 inhibitor project, cell-based, single point, plate reader. Huh7 miR-122 Renilla luciferase sensor, 48 h; neutral wells = 0, positive control = 100. activation (reporter increase), % at 12.5 µM. 340,000 tested, 0.3% active. AID 602342, 2012;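 active = mean replicate activation score at least 90 and every replicate individually at or above 90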;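 also: higher luciferase means less miR-122 activity so hits act as miR-122 inhibitors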
INS-1E GSIS act = GLuc luminescence reporter in INS-1E cells, primary screen for activators of glucose-dependent secretion of insulin | activation, % at 16.6 µM | 370,000 tested, 0.61% active | INS-1E GLuc reporter insulin secretion, 2-3 h;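 active = lowest replicate activation of at least 40%, so every replicate reaches that level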;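 also: 0% = median of neutral control wells and 100% = median of IBMX positive control wells; some compounds called inactive have numbers as strong as hits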
C2C12 statin = suppressors of statin myotoxicity in C2C12 myotubes, primary screen, cell-based, single point, plate reader | AID 602340, 2012 | 330,000 tested, 0.78% active | rescue of ATP level, % at 7.49 µM | C2C12 myotubes + simvastatin, ATP luminescence, 48 h; scaled: DMSO 0, geranylgeraniol control 100;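 active = mean ATP rescue above about 67%, or every replicate alone reaching that limit, limit read from the data, passing the limit was not always enough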;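 also: myotubes were challenged with 10 µM simvastatin during compound exposure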
CFTR F508del cor = F508del CFTR correction, initial screen, CFBE line, single point; CFBE cells, YFP halide quenching; stimulated with forskolin plus potentiator P3; % fluorescence drop versus neutral controls; 350,000 tested, 0.36% active; activity (quench increase), % at 7.58 µM; AID 720511, 2013;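 active = mean added fluorescence quench of at least 8% versus neutral control, with both replicates also reaching 8%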;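 also: cells transiently co-express mutant CFTR-F508del with the halide-sensitive YFP; corrector assay measuring rescue of mutant channel to the surface after 24 h compound exposure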
Cneo AK release = Cryptococcus neoformans cell lysis inducers, primary screen, AK release luminescence, single concentration. C. neoformans lysis, adenylate kinase release luminescence, 4 h; normalised: neutral wells 0, clomiphene wells 100. 360,000 tested, 0.2% active. lysis activity, % at 15 µM;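 active = mean lysis activity across replicates of at least 80%, whatever share of replicates individually reach that level; inactive = mean lysis activity below 80%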
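Assay system: Cryptococcus neoformans yeast cells / Dosing: single-point compound dose / Timing: 4 h at 37 °C static, read 1 h later / Measured by: luminescence of released adenylate kinase using an AK detection reagent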
FN deposit inh = inhibitors of fibronectin matrix deposition, primary screen, AH1F cells, Alexa488-fibronectin fluorescence, plate reader. AH1F fibroblasts, overnight. inhibition, % at 12.6 µM. 350,000 tested, 0.086% active;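 active = mean inhibition across replicates of 30% or more, regardless of how many single replicates reach that level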;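 also: positive control wells lacked labelled fibronectin entirely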
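Test system: AH1F fibroblast monolayer depositing Alexa488-labelled fibronectin into matrix. Input: 10000 cells per well. Technique: fluorescence, ex 485 nm, em 525 nm. Buffer or medium: DMEM plus 2% serum, read in PBS. Timing: 1 h cell adhesion before compound, then overnight fibronectin incubation. Compound: single dose, pinned. Read-out basis: inhibition from reduced deposited-fibronectin fluorescence.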
Active calls of the source: *; . = no result given; & = joins results of further samples; [ ] = another dose, or the depositor's remark.

SMILES	PglD DTNB	PGC1a acetyl inh	miR-122 sensor	INS-1E GSIS act	C2C12 statin	CFTR F508del cor	Cneo AK release	FN deposit inh
CCN(CC)S(=O)(=O)c1ccc(NC(=O)C(C)N(c2ccc(OC)cc2)S(C)(=O)=O)cc1 (stereo unspecified)	0	-15	2	-19	-5	.	-2	-1
COCCCn1c(SCC(=O)N(C)C)nnc1-c1ccccc1	2	-6	0	-8	2	2.7	3	.
CC(=O)c1cc2c(cc1NC(=O)CSc1ccc(S(=O)(=O)N(C)C)cn1)OCO2	-2	-2	-12	-7	7	2.2	3	-6
COC(=O)C1CCN(C(=O)COC(=O)c2cccc(NS(=O)(=O)c3ccccc3)c2)CC1	-6	13	4	-2	2	-2.1	0	4
O=C(Nc1cc(Cl)cc(Cl)c1)C1CCC(=O)N1Cc1ccccc1Cl (stereo unspecified)	-4	-20	9	.	2	.	2	12
COc1ccc(C2CC(c3ccc(Br)cc3)=NN2C(=O)CCC(=O)O)cc1OC (stereo unspecified)	1	6	-1	5	-1	1.3	2	8
CC(C)(C)CNC(=O)C1(C)CCN1C(=O)c1ccccc1CCc1ccccc1 (stereo unspecified)	0	-20	-6	-22	-10	4.9	-7	1
COc1ccc(S(=O)(=O)Nc2cccc3c2O[C@H](CN(C)Cc2ccncc2)[C@@H](C)CN([C@H](C)CO)C3=O)cc1	0&-3	1&-5	24[16.7 µM]	10&-9	-10&4	-2.6&1.5	2&1	8
CC(=O)N1CCN(C(=O)CCc2c[nH]c3ccccc23)CC1	-3	2	5	.	-8	.	-1	-5
CCOC(=O)N1CCN(C(=O)c2cccn3c(=O)c4cc(Br)ccc4nc23)CC1	.	-11	6	-9	.	4.6	.	1
CCC(=O)NC(=S)Nc1cc(C(=O)O)ccc1OC	-1	5	2	-1	0	-0.5	1	.
CO[C@H]1CN(C)C(=O)c2cc(NC(=O)NC(C)C)ccc2OC[C@@H](C)N(C(=O)C2CCC2)C[C@@H]1C	-4	2	.	0	-12	-0.5	0	.
O=C(Nc1ccc(Cl)cc1)C1C2CCCCC21 (stereo unspecified)	-7	8	1	2	0	1.0	-3	-1
COCCNC(=O)C1CCCN(Cc2cccc(Cl)c2)CC1 (stereo unspecified)	-4	.	9	.	1	.	1	.
C[C@H]1CN([C@@H](C)CO)C(=O)c2cc(C#Cc3ccc(F)cc3)cnc2O[C@H]1CN(C)C	-2	1	-3[16.7 µM]	8	-10	0.8	-1	.
Cc1cccc(CCNC(=O)CCS(=O)(=O)c2ccc3nc(C)sc3c2)c1	1	-7	-1	5	12	-5.0	0	-2
COc1cccc(CNS(=O)(=O)c2ccc3c(c2)C(C)(C)C(=O)N3C)c1	-2	-13	8	.	4	.	1	.
COc1cc(C(=O)O[C@H]2C/C(C)=C/CC[C@]3(C)O[C@@H]3C(O)C2C(C)C)cc(OC)c1OC (stereo partly specified)	2	-19	-11	-5	-8	2.0	0	-2
O=C(CCC1CCCN(C(=O)c2ccoc2)C1)NCc1ccc(F)c(F)c1 (stereo unspecified)	-3	-4	-6	-5	-3	2.5	0	.
CCCc1oc(C(=O)O)cc1CN	1	6	-3	7	8	.	0	1
Cc1nn(CCC(=O)O)c2nc(-c3cccnc3)cc(C(F)(F)F)c12	6	3	-1	.	2	.	0	.
Cc1noc(C)c1S(=O)(=O)N(C)C[C@@H]1Oc2c(NC(=O)c3nc4ccccc4s3)cccc2C(=O)N([C@H](C)CO)C[C@@H]1C	3	-14	37[16.7 µM]	28	-13	-1.4	0	2
NC(=O)C1CCN(C(c2ccccc2Cl)c2nnnn2CC2CCCO2)CC1 (stereo unspecified)	6	9	1	.	7	.	1	.
COC(=O)C[C@@H]1C=C[C@@H](NC(=O)Nc2ccc(C(F)(F)F)cc2)[C@@H](CO)O1	-5	3	.	9	-4	0.2	-16	2
CO/N=C/NC(=O)c1c(OC)ccnc1Oc1ccc(F)cc1	-2	13	2	3	2	4.1	2	.
CCOC(=O)C1=C(CN2CCN(c3ccc(F)cc3)CC2)NC(=O)NC1c1cccs1 (stereo unspecified)	4	5	-16	.	30	.	-3	0
CSc1ccc(S(=O)(=O)Nc2ccc(NC(C)=O)cc2)cc1	1	6	3	.	19	.	-1	.
C[C@H]1CN([C@@H](C)CO)S(=O)(=O)c2ccc(-c3cccnc3)cc2O[C@@H]1CN(C)CC1CC1	1	7	4[16.7 µM]	.	13	1.0	-4	.
O=C(NCCN1CCCC1)C(c1ccccc1)c1ccccc1	3	-13	5	-3	10	-0.3	-1	0
COc1ccc(CN(C)CC(O)COC(c2ccc(OC)cc2)c2ccc(OC)cc2)cc1 (stereo unspecified)	0	.	-6	-6	-16	1.3	3	-3
O=C(CCSc1nc(-c2ccc3c(c2)OCO3)cc(C(F)(F)F)n1)NCc1ccco1	.	2	-2	-4	2	0.3	-2	-7
CCOC(=O)C1CCCN(C(=O)C2CCN(S(=O)(=O)c3c(C)noc3/C=C/c3ccccc3F)CC2)C1 (stereo unspecified)	1	-13	-2	-36	5	-1.8	-2	1
COCC(=O)Nc1ccc2c(c1)C(=O)N(C)C[C@@H](OC)[C@H](C)CN(Cc1cccc(F)c1)[C@H](C)CO2	-3	2	.	-3	14	0.8	46	-8
Cc1ccc(C)n1-c1sc2c(c1C#N)CCC(C)C2 (stereo unspecified)	4	-2	-3	.	15	.	-3	.
CCC(C(=O)Nc1ccc(C(=O)Nc2ccccc2C(=O)O)cc1)c1ccccc1 (stereo unspecified)	3	-1	-1	-39	17	0.7	-3	.
Cc1ccc(C(c2nnnn2CS(=O)(=O)c2ccc(C)cc2)N2CCN(c3ncccn3)CC2)cc1 (stereo unspecified)	.	-12	-6	.	-12	.	4	.
Nc1nc2nccc(-c3cccnc3)n2n1	-1	-5	0	-1	-2	2.9	-5	0
O=C(CNC(=S)N(CCCN1CCOCC1)Cc1cccs1)NCc1ccc(Cl)cc1	1	5	-1	-8	-2	-0.7	7	0
Cc1cc(C)c2c(c1)C(=O)/C(=C/c1ccc(C(=O)O)cc1)CC2	-5	.	3	20	2	-2.6	0	5
O=C1CC(C(=O)Nc2cccc3ccccc23)C2(CCCC2)O1 (stereo unspecified)	0	-4	-8	-35	-4	.	-2	-11
CCOc1ccccc1C(=O)NCCCn1ccnc1	3	1	6	.	-7	.	6	-35
O=C(CN(CC1CCCO1)C(=O)CNS(=O)(=O)c1ccc(F)cc1)NC1CCCCC1 (stereo unspecified)	0	.	1	19	-1	-0.9	1	0
CC(C)C12CN3CC(C(C)C)(CN(C1)C3c1ccc3c(c1)OCO3)C2=O (stereo unspecified)	-2	-80	-2	-11	2	5.4	-3	.
c1ccc2oc(SCc3cn4ccsc4n3)nc2c1	-1	6	-3	.	1	.	-2	0
Cc1ccccc1C(=O)NCc1nnc(SCC(=O)N2CCN(c3ccccc3)CC2)n1C	-1	-11	-3	.	101*	.	4	.
O=C(NCc1ccc2c(c1)OCO2)C1CCN(S(=O)(=O)N2CCCCC2)CC1	5	.	1	7	.	.	0	4
COc1ccc(S(=O)(=O)NNC(=O)C23CC4CC(CC(C4)C2)C3)cc1	0	.	.	5	4	0.7	-1	-1
CCn1c(SCC(=O)NCC2CCCO2)nc2c(c1=O)SCC2 (stereo unspecified)	5	-4	-9	2	4	2.2	0	.
CN(CCOc1ccc(Cl)cc1)C(=O)C1CCN(C(=O)c2ccc(Cl)cc2)CC1	0	-5	0	-65	-7	-0.9	16	3
COc1cccc(NC(=O)c2ccc(NC(=O)C(C)C)cc2)c1	.	10	0	11	.	2.4	.	3
COc1cccc(S(=O)(=O)Nc2ccc3c(c2)[C@H]2C[C@H](CC(=O)NC4CCCCC4)O[C@H](CO)[C@H]2O3)c1	-3	1	-3[16.7 µM]	-9	0	2.9	1	-56
CCNC(=O)N(C(=O)NCC)n1c(C)nnc1C	-2	-1	-1	.	7	.	1	.
C[C@@H]1CN([C@@H](C)CO)C(=O)c2cccc(NC(=O)Nc3ccc(F)cc3)c2O[C@@H]1CN(C)CC1CC1	-3	.	3[16.7 µM]	-1	9	-0.7	-10	.
CCc1nnc(NC(=O)c2cccc(S(=O)(=O)N3CCN(C(C)=O)CC3)c2)s1	-1	.	.	.	1	0.0	1	-1

Already shown: entries from further up.
SMILES	PglD DTNB	PGC1a acetyl inh	miR-122 sensor	INS-1E GSIS act	C2C12 statin	CFTR F508del cor	Cneo AK release	FN deposit inh
CCN(CC)S(=O)(=O)c1ccc(NC(=O)C(C)N(c2ccc(OC)cc2)S(C)(=O)=O)cc1 (stereo unspecified)	0	-15	2	-19	-5	.	-2	-1
COCCCn1c(SCC(=O)N(C)C)nnc1-c1ccccc1	2	-6	0	-8	2	2.7	3	.
CC(=O)c1cc2c(cc1NC(=O)CSc1ccc(S(=O)(=O)N(C)C)cn1)OCO2	-2	-2	-12	-7	7	2.2	3	-6
COC(=O)C1CCN(C(=O)COC(=O)c2cccc(NS(=O)(=O)c3ccccc3)c2)CC1	-6	13	4	-2	2	-2.1	0	4
O=C(Nc1cc(Cl)cc(Cl)c1)C1CCC(=O)N1Cc1ccccc1Cl (stereo unspecified)	-4	-20	9	.	2	.	2	12
COc1ccc(C2CC(c3ccc(Br)cc3)=NN2C(=O)CCC(=O)O)cc1OC (stereo unspecified)	1	6	-1	5	-1	1.3	2	8
CC(C)(C)CNC(=O)C1(C)CCN1C(=O)c1ccccc1CCc1ccccc1 (stereo unspecified)	0	-20	-6	-22	-10	4.9	-7	1
COc1ccc(S(=O)(=O)Nc2cccc3c2O[C@H](CN(C)Cc2ccncc2)[C@@H](C)CN([C@H](C)CO)C3=O)cc1	0&-3	1&-5	24[16.7 µM]	10&-9	-10&4	-2.6&1.5	2&1	8
CC(=O)N1CCN(C(=O)CCc2c[nH]c3ccccc23)CC1	-3	2	5	.	-8	.	-1	-5
CCOC(=O)N1CCN(C(=O)c2cccn3c(=O)c4cc(Br)ccc4nc23)CC1	.	-11	6	-9	.	4.6	.	1
CCC(=O)NC(=S)Nc1cc(C(=O)O)ccc1OC	-1	5	2	-1	0	-0.5	1	.
CO[C@H]1CN(C)C(=O)c2cc(NC(=O)NC(C)C)ccc2OC[C@@H](C)N(C(=O)C2CCC2)C[C@@H]1C	-4	2	.	0	-12	-0.5	0	.
O=C(Nc1ccc(Cl)cc1)C1C2CCCCC21 (stereo unspecified)	-7	8	1	2	0	1.0	-3	-1

Screens from PubChem BioAssay.
